# Epigenetic derep – regulators of epigenetic silencing causing reporter derepression in mouse cells | murine LDR cells, GFP reporter derepression, 30 h | Potency, µM (doses to about 53.9 µM), inactives show top-dose GFP activation, hits mostly activators | 280,000 tested, 0.2% active; active means well fitted activation curve with a large enough effect; inconclusive means small, poorly fitted or top-dose-only effect; further: % of control where 0% means no effect; nearly all actives have a fitted effect of over 60% in size
#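 Murine LDR cells carrying a silenced, genomically integrated CMV-driven GFP reporter were exposed to compound for 30 hours at 37 C. After PBS washes, GFP-positive cells (20–120 um objects) were counted by laser-scanning microplate cytometry.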
# LMNA splice mod – changes lamin A minigene splicing in HeLa cells | Potency, µM (highest dose often 46.1 µM), for the others: top-dose ratio change, negative = inhibition, most hits filed as inhibitors | HeLa LMNA splicing GFP/RFP minigene ratio, 48 h | 200,000 tested, 0.01% active; active means well fitted inhibition curve with a large enough effect in the signal ratio, with a control signal flat, not every such curve was filed as active; inconclusive means small, poorly fitted or top-dose-only effect, or effect the other way, or a change in a side signal; the % refers to the signal ratio; further: on the % scale 0 is the no-effect control and ±100 the full control effect
#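 S3 HeLa cells stably expressing lamin A-EGFP splicing minigene plus DsRed2, 600 cells/well, 48 h compound exposure at 37C. Laser-scanning cytometry; analysed as GFP (500-530 nm)/RFP (575-640 nm) total intensity ratio; 0.5% DMSO vehicle.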
# * hit, by the source's call; u = inconclusive; [ ] = another dose, or the depositor's remark. Potency means the concentration at half of the fitted maximal effect.
SMILES,Epigenetic derep,LMNA splice mod
COc1ccccc1NC(=O)c1sc2nc(-c3cc4cc(Cl)ccc4oc3=O)[nH]c(=O)c2c1C,-0.2%,16%[46 µM]
CCC(=O)N1CCCc2cc(S(=O)(=O)N3CCC(C(=O)Nc4cccc(Cl)c4)CC3)ccc21,2.3%,-12%[46 µM]
CC(=O)c1cccc(NC(=O)CN2C(=O)CC(c3ccc(C)cc3C)=Nc3ccccc32)c1,-1.6%,u
COc1cc(C(=O)NCc2ccc3c(c2)CCN3C(=O)c2ccc(Cl)cc2)cc(OC)c1OC,-1.3%,u
COCCCNC(=O)C(=O)Nc1c2c(nn1-c1cccc(Cl)c1)CSC2,3.5%,-3%[46 µM]
CCOc1ccccc1CNC(=O)C1CCN(S(=O)(=O)c2c(C)noc2/C=C/c2ccc(C)cc2)CC1,-2.4%,u
CCOc1cccc(C(=O)Nc2ccc(-c3nc4ncccc4o3)cc2C)c1,-0.2%,-6%[46 µM]
COc1ccc(NC(=O)CCNS(=O)(=O)c2ccc3c(c2)CCN3C(=O)C2CC2)cc1Cl,0.3%,u
O=C(Cn1c(-c2cccs2)cc2ccccc21)N1CCN(c2ccccc2F)CC1,-1.2%,4%[46 µM]
Cc1ccc(C)c(NC(=O)C(=O)NCCc2csc(-c3cccc(F)c3)n2)c1,-1.7%,u
CC1CCCN(CCCNC(=O)CN2C(=O)CSc3ccc(S(=O)(=O)N4CCOCC4)cc32)C1 (stereo not given),1.8%,u
Cc1ccccc1Nc1sc(C(=O)c2ccc(F)cc2)c(N)c1C(=O)NCCc1ccccc1,-1.3%,-16%[46 µM]
COc1ccc(CNC(=O)c2oc3c(c2C)-c2nn(Cc4ccc(Cl)cc4)cc2CC3)cc1,4.2%,5%[46 µM]
Cc1ccc(N2CCN(C(=O)c3noc4c3COc3ccc(C)cc3-4)CC2)c(C)c1,0.0%,14%[46 µM]
O=C(CSc1nccn1C1CCCC1)Nc1cccc(F)c1,0.0%,13%[46 µM]

# Quoted from the listing.
# For Epigenetic derep, `CC(=O)c1cccc(NC(=O)CN2C(=O)CC(c3ccc(C)cc3C)=Nc3ccccc32)c1` has the entry -1.6%
# For Epigenetic derep, `CCOc1cccc(C(=O)Nc2ccc(-c3nc4ncccc4o3)cc2C)c1` has the entry -0.2%
# For LMNA splice mod, `O=C(CSc1nccn1C1CCCC1)Nc1cccc(F)c1` has the entry 13%[46 µM]

# A portion from the list above:
SMILES,Epigenetic derep,LMNA splice mod
Cc1ccc(N2CCN(C(=O)c3noc4c3COc3ccc(C)cc3-4)CC2)c(C)c1,0.0%,14%[46 µM]
O=C(CSc1nccn1C1CCCC1)Nc1cccc(F)c1,0.0%,13%[46 µM]

# Following part
SMILES,Epigenetic derep,LMNA splice mod
O=C(CSc1nc2ccsc2c(=O)n1Cc1ccccc1F)NCc1ccccc1Cl,6.0%,4%[46 µM]
CCOC(=O)c1scc(-c2ccccc2)c1S(=O)(=O)Nc1ccc(N(C)C)cc1,1.5%,-14%[46 µM]
Cc1cc(=O)[nH]c2nnc(SCc3ccc(Cl)cc3)n12,1.2%,0%[46 µM]
COc1cccc(-n2cc(C(=O)Oc3cccc(C(F)(F)F)c3)c3ccccc3c2=O)c1,1.2%,-6%[46 µM]
CCn1c(SCC(=O)Nc2ccccc2)nc2c([nH]c3ccccc32)c1=O,0.0%,4%[46 µM]
COc1ccc(NC(=O)c2cc3c(=O)n(Cc4cccs4)ccc3nc2C)cc1,0.0%,u
O=C(NCc1cccs1)C1CCN(C(=O)N2CCOc3ccc(Cl)cc32)CC1,0.0%,-23%[46 µM]
Cc1ccc(CNC(=O)C2CCCN(S(=O)(=O)c3ccc4c(ccn4C)c3)C2)cc1 (stereo not given),0.8%,-3%[46 µM]
Cc1ccccc1NC(=O)c1ccc(F)c(S(=O)(=O)N2CCN(c3ccccc3F)CC2)c1,2.0%,-8%[46 µM]
CCOc1ccc(-c2nc(Cn3c(=O)cc(C)c4c(C)nn(-c5ccccc5)c43)c(C)o2)cc1,0.0%,-2%[46 µM]
CCc1ccccc1NC(=O)C1COc2ccccc2C1 (stereo not given),1.7%,3%[46 µM]
Nc1ncc(S(=O)(=O)N2CCN(c3ccccc3)CC2)cn1,1.4%,-3%[46 µM]
O=C(Cn1ncc2c([nH]c3ccccc32)c1=O)NCCCN1CCN(c2ccc(F)cc2)CC1,-0.4%,-8%[46 µM]
CCOc1ccc(C(=O)NCc2nnnn2-c2ccc(C)c(C)c2)cc1OCC,-1.1%,u
Cc1ccc(CNC(=O)CCSCc2ccccc2F)cc1,1.5%,13%[46 µM]
Cc1ccc(S(=O)(=O)N2CCCc3cc(NS(=O)(=O)c4ccccc4)ccc32)cc1,2.5%,-9%[46 µM]
O=C(COc1ccccc1Cl)Nc1cc(-c2ccccc2F)nn1-c1ccccc1,9.2%,7%[46 µM]
O=C(COCc1cc(-c2cccs2)on1)Nc1cc(C(F)(F)F)ccc1Cl,-1.2%,15%[46 µM]
COc1cccc(CNC(=O)c2cc(S(=O)(=O)N3CCCCC3)cn2C)c1,-2.8%,2%[46 µM]
COc1ccccc1NC(=O)C1=C(C)Nc2c(C(=O)Nc3ccc(F)cc3)cnn2C1c1cccc([N+](=O)[O-])c1 (stereo not given),0.8%,u
Cc1ccc(C(=O)N2CCc3cc(CNC(=O)COc4ccccc4)ccc32)cc1,2.1%,-7%[46 µM]
CCOC(=O)C1CCCN(c2ncnc3c2nnn3C)C1 (stereo not given),1.2%,-5%[46 µM]
CNC(=O)C(=O)NCC(c1ccc2c(c1)OCO2)N1CCOCC1 (stereo not given),0.0%,0%[46 µM]
CSc1cccc(Nc2cc(C(=O)NCCCN(Cc3ccccc3)C(C)C)c3ccccc3n2)c1,u,u
Cc1ccc(NC(=O)CSc2nc3c([nH]c4ccccc43)c(=O)n2-c2ccccc2)c(C)c1,4.2%,u
Cc1c(C(=O)N2CCC(C)CC2)c(S(=O)(=O)NCc2ccccc2)c(C)n1C,-4.3%,-2%[46 µM]
O=C(CN1C=NS(=O)(=O)c2ccccc21)Nc1ccc(Br)cc1,0.0%,-21%[46 µM]
CS(=O)(=O)CCC(C(=O)Nc1cccc(C(F)(F)F)c1)N1Cc2ccccc2C1=O (stereo not given),-1.2%,-9%[46 µM]
Oc1cccc(Nc2ncnc3sc4c(c23)CCCC4)c1,3.8%,u
CCOC(=O)Cc1ccc(NC(=O)N2CC(C)Oc3ccc(Cl)cc32)cc1 (stereo not given),0.0%,18%[46 µM]
CC1CCCN(C(=O)CCS(=O)(=O)c2cc3c(cc2Cl)NC(=O)CO3)C1 (stereo not given),0.0%,-8%[46 µM]
CCOC(=O)c1cc(S(=O)(=O)N2CCN(c3cccc(C)c3)C(C)C2)[nH]n1 (stereo not given),2.8%,u
CCOC(=O)c1cc(-c2ccccc2)n(CC(=O)Nc2cc(Cl)c(OC)cc2OC)c1C,1.1%,u
Cc1c(C(=O)Nc2cccc(C(F)(F)F)c2)sc2nc3n(c(=O)c12)CCCC3,0.8%,4%[46 µM]
COc1ccc(C(C)=O)cc1CSc1nc(NCc2ccccc2)c2ccccc2n1,-0.5%,u
COc1ccc(Cc2nc3ccc(C(=O)NCCc4ccccc4)cc3o2)cc1,11%,14%[46 µM]
O=C(CC1N=C2c3ccccc3N=C(SCc3ccc(Cl)cc3)N2C1=O)NCCc1ccccc1 (stereo not given),-1.3%,u
CCOc1cc(CNC(=O)c2sc3ncnc(N(C)C4CCCCC4)c3c2C)ccc1OC,3.4%,u
CCOc1ccc(C(=O)c2oc3ccccc3c2NC(=O)c2cc(-c3ccc(C)cc3)on2)cc1,-1.6%,25%[46 µM]
CCc1ccccc1N1CC(c2nnc(NC(=O)c3ccco3)s2)CC1=O (stereo not given),-3.2%,17%[46 µM]
CCc1ccc(-n2nc(C)c3c(C(=O)Nc4cccc(C(F)(F)F)c4)cc(C)nc32)cc1,-1.3%,u
COc1cccc(N2CC(NC(=O)C(c3ccccc3)c3ccccc3)CC2=O)c1 (stereo not given),5.0%,0%[46 µM]
CCc1ccc(CNC(=O)CN2CCSc3ccccc32)cc1,-1.7%,-4%[46 µM]
O=C(NCCc1cccs1)c1ccc(Cn2c(SCc3ccccc3)nc3cccnc32)cc1,-1.2%,-1%[46 µM]
CCc1ccc(CN(Cc2ccco2)c2cnc(S(C)(=O)=O)nc2C(=O)Nc2cccc(C)c2)cc1,-1.6%,-12%[46 µM]
COc1cc(OC)cc(C(=O)Nc2ccc3nc(Nc4cccc(C(F)(F)F)c4)cc(C)c3c2)c1,-1.2%,-2%[46 µM]
CCOc1ccc(Br)cc1CNCCSc1nnnn1-c1ccccc1,-0.5%,u
O=C(Cc1csc2nc(-c3ccccc3)cn12)NCc1ccc(F)cc1,0.0%,u
COc1ccc(NCc2cccn2-c2nnc(N3CCOCC3)s2)cc1OC,-0.4%,u
CCOC(=O)c1cc(-c2ccccc2)n(CCC(=O)Nc2ccc(OC)c(Cl)c2)c1C,-4.2%,u
COc1cccc(-c2nc(SCc3cc(=O)c4cc(Cl)ccc4[nH]3)n[nH]2)c1,-0.7%,u
COc1ccc(NC(=O)c2cc(S(=O)(=O)NCCC3=CCCCC3)ccc2F)cc1,0.9%,u
Cc1c(C(=O)NCc2ccc(N(C)C)cc2)oc2c1-c1nn(Cc3cccc(Cl)c3)cc1CC2,1.4%,24%[46 µM]
CCC(=O)NCCc1nc2cc(NC(=O)c3cccc(Br)c3)ccc2n1C,-1.1%,-9%[46 µM]
CCOc1cc2[nH]c(=O)n(CCCCC(=O)N3CCN(c4ccccc4OC)CC3)c(=O)c2cc1OCC,-0.5%,u
Cc1ccc(C)c(N2CCN(C(=O)c3cccn4c(=O)c5ccccc5nc34)CC2)c1,-0.2%,14%[46 µM]
COC(=O)c1sccc1S(=O)(=O)N(CC(=O)NCc1ccc(F)cc1)c1ccc(C)c(C)c1,5.2%,-3%[46 µM]
CCc1ccccc1NC(=O)c1cc2nc(-c3ccc(Br)cc3)cc(C(F)(F)F)n2n1,-1.3%,22%[46 µM]
COc1ccc(C(=O)Cn2c(=O)n3nc(CCn4nc(C)cc4C)nc3c3cc(OC)c(OC)cc32)cc1,-1.3%,-6%[46 µM]
CCCOC(=O)CSc1nnc2ccc3ccccc3n12,1.6%,9%[46 µM]

# Reprinted from the part before: 6 entries, then new ones.
SMILES,Epigenetic derep,LMNA splice mod
CCOc1cc2[nH]c(=O)n(CCCCC(=O)N3CCN(c4ccccc4OC)CC3)c(=O)c2cc1OCC,-0.5%,u
Cc1ccc(C)c(N2CCN(C(=O)c3cccn4c(=O)c5ccccc5nc34)CC2)c1,-0.2%,14%[46 µM]
COC(=O)c1sccc1S(=O)(=O)N(CC(=O)NCc1ccc(F)cc1)c1ccc(C)c(C)c1,5.2%,-3%[46 µM]
CCc1ccccc1NC(=O)c1cc2nc(-c3ccc(Br)cc3)cc(C(F)(F)F)n2n1,-1.3%,22%[46 µM]
COc1ccc(C(=O)Cn2c(=O)n3nc(CCn4nc(C)cc4C)nc3c3cc(OC)c(OC)cc32)cc1,-1.3%,-6%[46 µM]
CCCOC(=O)CSc1nnc2ccc3ccccc3n12,1.6%,9%[46 µM]
COc1ccc(C)cc1NC(=O)C1CCCN(c2ncnc3onc(C)c23)C1 (stereo not given),-0.2%,-2%[46 µM]
Cc1ccc(C)c(N2C(=O)N(Cc3c(F)cccc3Cl)c3ccccc3S2(=O)=O)c1,-1.3%,u
COc1cc(NC(=O)c2nc(-c3ccncc3)no2)cc(OC)c1OC,0.0%,17%[46 µM]
CCOc1ccc(-n2c(=O)c3c(C)c(C(=O)N(C)C)sc3n(CC(=O)Nc3c(C)cc(C)cc3C)c2=O)cc1,0.8%,15%[46 µM]
O=S(=O)(Nc1cccc(-c2ccc(N3CCCCC3)nn2)c1)c1ccc(F)cc1F,-1.1%,u
Cc1cc(C(=O)NCc2cccc(Br)c2)c2c(C)nn(-c3ccccc3)c2n1,0.8%,7%[46 µM]
CCOc1ccc(CNC(=O)c2ccc3nc(CC)c(CC)nc3c2)cc1OC,0.0%,16%[46 µM]
Cc1ccc2nc(COc3cccc(NC(=O)Nc4ccc(C)c(Cl)c4)c3)cc(=O)n2c1,u,-3%[46 µM]
CCOc1ccc(Nc2sc(C(=O)c3cccc(OC)c3)c(N)c2S(=O)(=O)c2ccccc2)cc1,-1.7%,12%[46 µM]
O=C(c1cccc([N+](=O)[O-])c1)N1CCN(c2ccc(Nc3ccccc3)nn2)CC1,2.7%,-6%[46 µM]
O=C(OCc1cc(=O)n2nc(-c3cccs3)sc2n1)c1ccccc1Br,2.3%,10%[46 µM]
CCn1c(SCC(=O)Nc2c(C)cccc2C)nnc1-c1nonc1NC(C)=O,-3.2%,u
O=S(=O)(NCCS(=O)(=O)N1CCN(c2ccccc2F)CC1)c1ccc(Cl)cc1,14%,-2%[46 µM]
CC(C)(C)c1ccc(C(=O)Nc2ccc(C(=O)OCc3cc(=O)n4ccsc4n3)cc2)cc1,-1.2%,u
CCCCN(C)C(=O)c1ccc2c(c1)N(Cc1cccc(F)c1)C(=O)c1ccccc1S2,-1.1%,u
Cc1ccc(-c2cn3c(n2)sc2cc(C(=O)NC4CCCCC4)ccc23)cc1,0.0%,u
CC(C)c1ccc(OC(=O)c2cc(-c3ccc(Cl)cc3)on2)cc1,-3.2%,12%[46 µM]
O=c1cc(CSc2ncn[nH]2)[nH]c2c(Cl)cccc12,-3.1%,-16%[46 µM]
Cc1ccc2c(c1)N(C(=O)N1CCC(C(=O)NCc3ccccc3F)CC1)CC(C)O2 (stereo not given),5.6%,u

# Only part of the results is shown, so the mix of outcomes need not match the whole.
